TNF necrop inh = inhibitors of TNF-alpha induced necroptosis in Jurkat FADD-/- cells; 0.068% of 220,000 active; activation (protection from cell death), % at 10 µM; Jurkat FADD-/- TNF necroptosis rescue, ATP luminescence, 24 h; 0 = TNF only, 100 = no-TNF cells; AID 463075;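 active = activation, meaning protection from cell death, of at least 50% relative to plate controls; inactive = activation below 50%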;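 also: necroptosis triggered by 40 ng/mL TNF-alpha added together with compound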
Cl transport mod = modulates chloride dependent transport by human KCC2; Q9H2X9; KCC2 cells, thallium flux FluoZin-2 fluorescence; B-score of Tl+ flux slope (higher = more flux/activation; lower = inhibition) at 10 µM; 2.2% of 190,000 active; AID 1456;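 active = thallium flux slope and its plate-corrected score both differing from the plate sample mean at a set confidence after two filtering rounds, in either direction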;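 also: slope of fluorescence scaled to starting intensity during 10 to 20 s after thallium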
PERK inhibitor = inhibitors of human PERK kinase. Q9NZJ5. CHO PERK-DD fusion, SEAP luminescence translation reporter. inhibition, % at 5.6 µM. 0.17% of 220,000 active. AID 1416;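 active = inhibition above the mean inhibition of all tested compounds plus 3 SD, set separately per screening campaign, cut at about 2.9% in these data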;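 also: PERK kinase domain activated by AP20187 dimerizer at 100 nM; 0% = DMSO with dimerizer and 100% = rapamycin at 8.4 µM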
Rad51 HR inh = blocks human Rad51 in homologous recombination | Q06609 | hRad51 DNA strand exchange, fluorescence dequenching | inhibition, % at 10 µM | 0.085% of 200,000 active;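 active = inhibition above 40% at the single screening dose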;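 also: 0% = DMSO control wells and 100% = blanks with heterologous ssDNA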
Target sequence (Q06609 whole entry, looked up): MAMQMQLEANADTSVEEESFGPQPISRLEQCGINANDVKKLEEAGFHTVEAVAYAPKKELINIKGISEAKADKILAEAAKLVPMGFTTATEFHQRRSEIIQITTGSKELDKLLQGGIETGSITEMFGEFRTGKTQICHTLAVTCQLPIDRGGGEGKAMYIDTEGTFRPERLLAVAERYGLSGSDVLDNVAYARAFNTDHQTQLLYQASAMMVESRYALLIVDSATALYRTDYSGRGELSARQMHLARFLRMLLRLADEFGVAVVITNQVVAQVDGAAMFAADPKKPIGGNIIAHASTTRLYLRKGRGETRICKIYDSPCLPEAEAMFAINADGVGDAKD
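Test system: preformed human Rad51 ssDNA filaments. Compound dosing: single dose, 10 µM final compound. Incubation: filaments 15 min 37 °C, then compound 30 min. Technique: FRET fluorescence dequenching, excitation 485 nm, emission 520 nm. Read-out basis: percent inhibition from fluorescence, normalised to plate control and blank means. Benchmarks: plate controls and plate blanks.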
m-calpain inh = calpain II (pig) inhibition; purified calpain II, fluorogenic peptide substrate, 30 min; inhibition, % at 16 µM; 0.37% of 220,000 active; AID 1236;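 active = inhibition above about 50%, limit read from the data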
zVAD death inh = L929 zVAD cell death inhibition. L929 zVAD necroptosis rescue, ATP luminescence, 24 h; with zVAD 60 µM. viability rescue, % at 10 µM. AID 1377. 0.38% of 220,000 active;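 active = activation, scaled between plate controls, above about 75%, limit read from the data; inactive = activation under that limit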;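 also: 0% = zVAD with DMSO and 100% = DMSO alone without zVAD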
Mdm2 ligase inh = blocks human Mdm2 ubiquitin ligase activity. signal enhancement, % at 5 µM. AID 1230. cell-based MDM2 ubiquitination luciferase reporter, 2 h; 0 = plate control, 100 = twice control, blank-subtracted. 0.11% of 210,000 active. Q00987;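 active = signal enhancement of 30% or more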;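 also: luminescence tracks abundance of the self-degrading MDM2-luciferase fusion protein; higher signal means inhibition of MDM2 E3 ligase activity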
Target sequence (Q00987 whole entry, looked up, the tested form may be a part): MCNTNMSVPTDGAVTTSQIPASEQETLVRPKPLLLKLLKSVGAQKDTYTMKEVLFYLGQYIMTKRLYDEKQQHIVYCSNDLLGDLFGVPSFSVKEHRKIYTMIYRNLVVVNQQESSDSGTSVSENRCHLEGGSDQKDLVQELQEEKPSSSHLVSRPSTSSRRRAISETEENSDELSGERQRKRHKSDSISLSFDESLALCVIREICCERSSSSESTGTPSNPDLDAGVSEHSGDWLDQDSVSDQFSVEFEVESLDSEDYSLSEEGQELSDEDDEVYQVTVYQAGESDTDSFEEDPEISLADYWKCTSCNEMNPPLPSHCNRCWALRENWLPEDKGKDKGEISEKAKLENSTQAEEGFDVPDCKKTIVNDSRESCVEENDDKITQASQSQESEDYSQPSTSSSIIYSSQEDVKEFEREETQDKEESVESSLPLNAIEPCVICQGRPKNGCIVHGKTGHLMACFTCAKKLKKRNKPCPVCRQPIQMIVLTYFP
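Assay system: stable mammalian line carrying autodegrading MDM2–luciferase fusion reporter; amount: 2000 cells seeded into each well; buffer or medium: DMEM; benchmarks: plate control and blank wells; signal: luciferase luminescence; timing: 2 h compound exposure at 37 °C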
eIF4E-4G inh = blocks eIF4E binding to eIF4G. 0.37% of 220,000 active. inhibition, % at 21.7 µM. P63073+Q04637. TR-FRET eIF4E-eIF4GI(517-606) binding, 2 h. AID 782;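 active = inhibition above about 30%, limit read from the data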;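 also: 0% = full FRET control wells and 100% = background wells lacking eIF4GI fragment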
EBV gp42 inh = inhibitors of Epstein-Barr virus glycoprotein 42; AID 1085; inhibition, % (tested at 21.74 µM); 0.42% of 220,000 active; Q1HVG2; Fluorescence polarization binding assay, mP read-out; in the data active = inhibition above about 50%
Target sequence (Q1HVG2 whole entry, looked up): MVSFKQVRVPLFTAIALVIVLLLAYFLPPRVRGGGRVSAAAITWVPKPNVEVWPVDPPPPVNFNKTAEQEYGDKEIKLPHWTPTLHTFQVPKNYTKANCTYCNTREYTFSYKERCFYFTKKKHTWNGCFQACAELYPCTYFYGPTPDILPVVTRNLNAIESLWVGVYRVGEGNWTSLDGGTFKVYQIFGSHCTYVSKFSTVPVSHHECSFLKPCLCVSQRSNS
Starred values were filed as active, the others as inactive; i = inactive; . = not tested or not shown; [ ] = remark or other dose.

The opening four records, ahead of the listing:
SMILES	TNF necrop inh	Cl transport mod	PERK inhibitor	Rad51 HR inh	m-calpain inh	zVAD death inh	Mdm2 ligase inh	eIF4E-4G inh	EBV gp42 inh
CC(C)(C)c1ccc(Oc2ncccc2NC(=O)c2cccs2)cc1	-1.5	.	-0.6	18	13	-1.1	-17	4	-11
CC(=O)N(Cc1cc(=O)[nH]c2ccccc12)c1ccc(C)cc1	-1.5	0.051	-0.4	-1	-40	0.4	-2	5	-2
COc1ccc(C2OC(=O)Cc3cc(OC)c(OC)cc32)cc1 (stereo unspecified)	0.7	-0.99	0.9	-13	23	0.8	4	7	-17
CCN(Cc1nc2ccccc2c(=O)[nH]1)Cc1cc(=O)oc2cc(OC)ccc12	-1.2	-0.12	-2.2	-2	-21	-0.8	-19	3[fluorescence artefact?]	1

Main list, repeating the preview:
SMILES	TNF necrop inh	Cl transport mod	PERK inhibitor	Rad51 HR inh	m-calpain inh	zVAD death inh	Mdm2 ligase inh	eIF4E-4G inh	EBV gp42 inh
CC(C)(C)c1ccc(Oc2ncccc2NC(=O)c2cccs2)cc1	-1.5	.	-0.6	18	13	-1.1	-17	4	-11
CC(=O)N(Cc1cc(=O)[nH]c2ccccc12)c1ccc(C)cc1	-1.5	0.051	-0.4	-1	-40	0.4	-2	5	-2
COc1ccc(C2OC(=O)Cc3cc(OC)c(OC)cc32)cc1 (stereo unspecified)	0.7	-0.99	0.9	-13	23	0.8	4	7	-17
CCN(Cc1nc2ccccc2c(=O)[nH]1)Cc1cc(=O)oc2cc(OC)ccc12	-1.2	-0.12	-2.2	-2	-21	-0.8	-19	3[fluorescence artefact?]	1
CN1CCS/C1=C\C=C1/SC(=S)N(CC(=O)O)C1=O	-0.4	i	0.3	i	64*	0.2	2	-7	-294
Cc1nnc(-c2cnn(C)c2N)n1Cc1ccc(Cl)cc1	-0.2	0.14	0.2	-4	23	0.1	-12	1[fluorescence artefact?]	-11
Cc1onc(-c2ccccc2)c1C(=O)c1c[nH]c(C(=O)NCc2ccncc2)c1	1.3	-0.15	1.0	-18	-19	0.6	-2	-2	1
CCOC(=O)c1ccc(NC(=O)CSc2nc3c(c(=O)n2C)SC(C)C3)cc1 (stereo unspecified)	-4.0	.	0.0	-3	8	-0.7	-12	-4	-14
CCOC(=O)CSc1nnc(-c2ccco2)n1-c1ccccc1	0.8	0.0024	1.7	-4	18	1.0	-4	-2	-4
Cc1nnc(SCC(=O)N2CCc3ccccc3C2)n1-c1ccccc1	8.9	0.011	-0.6	2	20	-0.5	3	15	-3
Cc1cc(C)n(-c2ccc(S(N)(=O)=O)cc2[N+](=O)[O-])n1	-0.3	1.4	0.0	-13	23	2.7	-20	4	1
CCCCCCCC1(C)NC(=O)N(CC(=O)Nc2cc(C)on2)C1=O (stereo unspecified)	1.4	-0.77	0.4	21	-8	1.9	-17	2	2
N#C/C(=C\c1ccc(N2CCOCC2)o1)C(=O)NCC1CCCO1 (stereo unspecified)	-0.8	i	1.6	-466	4	0.7	-10	3	-270
O=C1CC(=O)CC(c2ccco2)C1	1.0	0.46	0.2	2	-10	-0.6	0	3	5
O=C(NCc1cccs1)c1csc2ccccc12	-0.6	-0.046	0.8	-6	-18	0.4	-2	1	-20
O=C(c1cc([N+](=O)[O-])ccc1N1CCOCC1)N1CCCCC1	0.0	0.91	0.4	35	82*	.	1	-5[fluorescence artefact?]	-2
CC(=O)c1cccc(CN2CCN(CC(C)C)C(CCO)C2)c1 (stereo unspecified)	0.5	-0.024	1.7	.	9	0.3	-24	0	-14
O=C(CCCN1C(=O)c2ccccc2C1=O)Nc1ccc(S(=O)(=O)N2CCCCC2)cc1	1.3	.	-0.8	.	17	-0.1	-4	6[fluorescence artefact?]	8
COc1cccc(OCc2nc3ccccc3[nH]2)c1	-1.2	.	0.2	-4	1	0.6	-22	2	-5
O=C1O/C(=C\c2ccccc2)c2ccccc21	1.2	-1.9	0.1	4	-74	1.2	-26	2	5
O=C(NCc1cccs1)C(=O)NCC(c1ccco1)N1CCN(c2ccc(F)cc2)CC1 (stereo unspecified)	1.4	-1.2	0.1	20	31	1.1	-23	0	13
O=C(COC(=O)c1ccccn1)Nc1ncc(C(F)(F)F)cc1Cl	1.4	-0.28	0.3	-16	-23	0.3	-30	-1	-7
[O-][n+]1c2c(nn1-c1ccccc1Cl)-c1nonc1CC2	-1.1	.	0.4	6	0	0.2	-23	7	-17
COc1cc(CNCc2cccs2)ccc1OCC(=O)NC(C)(C)C	-3.0	-0.09	-0.2	4	-22	0.3	-10	0	-8
CN(C)/C=N/c1[nH]ncc1C#N	0.4	2.1	0.6	-4	2	1.2	-5	2	-3
SMILES	TNF necrop inh	Cl transport mod	PERK inhibitor	Rad51 HR inh	m-calpain inh	zVAD death inh	Mdm2 ligase inh	eIF4E-4G inh	EBV gp42 inh
Cc1ccc2[nH]c(=O)c(CN(Cc3cccs3)C(=S)NCc3ccco3)cc2c1	2.1	0.056	0.2	-1	9	0.1	-22	-4[fluorescence artefact?]	1
C=COCCNC(=O)C1CC(=O)N(c2ccc(C)cc2)C1 (stereo unspecified)	1.0	.	0.8	-9	-16	0.1	-13	0	-24
COc1cccc(Nc2nc(-c3sc(NC(=O)c4ccccc4)nc3C)cs2)c1	-18	0.18	-1.0	4	-34	2.0	-9	-12	22
Cc1ccc(S(=O)(=O)N2CCC(C(=O)OCC(=O)N3CCc4ccccc43)CC2)cc1	-3.5	0.085	1.1	9	18	-0.1	-27	5	-20
O=S(=O)(c1ccc(Br)s1)N1CCNCC1	0.9	0.67	0.8	5	1	2.1	.	-11	-8
CCOC(=O)c1c(NC(=O)CSc2nnc(N)s2)sc(C)c1-c1ccc(C)cc1	-2.2	0.31	-0.7	5	20	0.5	-14	5	-16
O=C(O)C1CCCN1S(=O)(=O)c1ccc2[nH]c(=O)c(=O)[nH]c2c1 (stereo unspecified)	-1.1	-2.6	-0.5	4	-81	-0.1	-2	10	1
CC(C)NCCCCOc1ccccc1-c1ccccc1	3.4	0.021	-0.6	0	-18	0.1	-9	-2[fluorescence artefact?]	0
Oc1c(N=NC(=S)Nc2ccccc2F)c2ccccc2n1Cc1ccccc1	-0.1	21*	1.2	7	-94	-0.6	6	-2	-93
CC(/C=N/n1c(-c2cccnc2)n[nH]c1=S)=C\c1ccccc1	-1.3	1.8	1.6	3	-1	0.8	-16	8	-10
CC(C)(C)Sc1ccc2nc3c(n2c1)CCCC3	2.0	-0.84	-1.1	.	-58	.	-5	1	3
CC(NC(=O)CCC(=O)N1CCN(S(=O)(=O)c2ccc(Cl)cc2)CC1)c1ccccc1 (stereo unspecified)	1.7	0.3	-0.9	3	5	2.2	-7	-1	-5
CCC(=O)c1cn(CC(=O)NCC2CCCO2)c2ccccc12 (stereo unspecified)	2.0	0.27	0.1	-6	-27	1.2	-11	-5[fluorescence artefact?]	-11
Cc1cccc(-n2c(CCCN3C(=O)c4ccccc4C3=O)nc3ccccc3c2=O)n1	-1.3	-0.27	1.1	.	-2	0.0	-24	4[fluorescence artefact?]	-3
CCCCOc1ccc(-c2c(C#N)c(N)nc(SCC(N)=O)c2C#N)cc1	-14	-6.4*	-0.6	5	2	0.1	-15	3	-22
CCCn1cc(CN2CCC(Cc3ccccc3)(C(=O)OCC)CC2)c(C)n1	0.0	1.7	0.7	.	16	-1.5	-9	2	-15
CSc1ccc(NC(=O)N2CC(C)OC(C)C2)cc1 (stereo unspecified)	-0.6	0.61	-0.2	-1	22	0.0	-3	-7	-14
CCn1c(SCC(N)=O)nnc1-c1ccco1	-1.7	0.85	1.0	-3	-7	0.1	-13	-20	-13
O=C(Nc1ccccc1)N1CCN(c2nc3ccccc3s2)CC1	-2.0	0.12	-1.1	-2	22	0.7	6	0	-11
CC(=O)c1cccc(NC(=O)C(OC(=O)c2ccccc2NS(=O)(=O)c2cccs2)c2ccccc2)c1 (stereo unspecified)	3.5	1	-0.5	12	-63	.	-4	4[fluorescence artefact?]	-12
Clc1ccc(-c2csc(Nc3cccnc3)n2)cc1	2.1	0.85	-0.4	17	1	1.0	-7	3	-6
O=C1CC(c2ccccc2)=Nc2ccccc2N1Cc1ccccc1	-1.4	-0.76	-0.1	-12	38	-1.4	-9	5	-5
CCCNC(=O)CNC(=S)N(Cc1cc(OC)c(OC)c(OC)c1)C1CCCC1	1.0	0.59	-0.6	9	-1	1.4	-7	7[fluorescence artefact?]	-10
O=[N+]([O-])c1ccc(Cl)cc1Sc1nc2ccccc2o1	-1.9	0.79	0.0	-3	11	0.3	.	3[fluorescence artefact?]	-16
CCc1c(-c2ccccc2)[n+](=O)c2c(n1[O-])CCC2	0.3	0.62	1.4	-9	12	0.3	-13	1	-12
SMILES	TNF necrop inh	Cl transport mod	PERK inhibitor	Rad51 HR inh	m-calpain inh	zVAD death inh	Mdm2 ligase inh	eIF4E-4G inh	EBV gp42 inh
Cc1cc(C)n(C2CCCCC2OC(=O)CCc2ccccc2)n1 (stereo unspecified)	1.4	-0.32	-0.2	-27	6	0.2	-10	-2	-17
CC(C)C[C@H](CO)Nc1nc(Nc2cccc(Cl)c2)c2ncn(C(C)C)c2n1	-1.2	-1.1	.	3	8	0.4	15	-1	-2
CCCn1nnnc1NC(=O)COc1ccc(Cl)cc1C	-1.4	1.4	-0.1	.	3	1.2	-4	-4	-17
Cc1ccccc1C1CC(c2cccs2)Nc2nnnn21 (stereo unspecified)	-1.1	-0.75	0.6	-6	-13	-0.6	-9	1	1
O=C1NNC(=O)C2C3C=CC(C4CC34)C12 (stereo unspecified)	0.6	1.3	0.5	-3	-9	0.8	-3	4	4
COc1cccc(OC)c1C(=O)N1CCN(Cc2ccncc2)CC1	-1.0	-0.035	0.8	3	-13	-0.3	-13	1	-12
O=C(Cn1cc([N+](=O)[O-])cn1)Nc1ccc(Cn2cc(Br)cn2)cc1	3.2	-0.11	0.9	7	4	0.7	-12	-1	-20
CCOc1cc(C2CC(=O)NC3=C2C(=O)C(C(=O)OC)C(C)C3)cc(Cl)c1O (stereo unspecified)	-2.0	.	0.7	2	17	-0.4	-6	-6	-13
Cc1c2c(nc3ccccc13)CCC(C)C2 (stereo unspecified)	-0.3	0.28	0.0	6	9	-0.3	-10	4	-8
C/C(=N\NC(=O)c1nn(C)c(C)c1Br)c1ccc(NC(=O)c2ccccc2F)cc1	5.1	0.54	-0.1	.	-15	61	.	3	0
CCc1ccccc1NC(=O)CSc1n[nH]c(C)c1[N+](=O)[O-]	2.6	0	0.0	1	13	0.5	-5	-1	-10
CC(=O)Nc1c(C(=O)N2CCOCC2)sc2nc3c(cc12)COC(C)(C)C3	-0.6	0.58	1.3	0	-17	-0.8	20	2	-11
COc1ccc(/C=C2/C(=O)N(CC3CCCO3)C(=S)N2C)c(OC)c1 (stereo unspecified)	-4.1	0.068	-0.1	-7	10	-0.7	-6	2[fluorescence artefact?]	2
O=C(NCc1ccco1)C1CC(=O)N(c2ccc(O)cc2)C1 (stereo unspecified)	-1.0	0.069	0.0	2	12	1.1	1	8	-19
CC(=O)c1sc2nc(C)c3c(c2c1N)CCCC3	-3.8	-1.8	-1.8	-11	-90	17	-20	2	-4
COCC(=O)Nc1cc(C(=O)Nc2cccc(C)c2C)ccc1Cl	-0.9	1.1	-1.3	-11	-12	-0.1	.	-5[fluorescence artefact?]	-20
Cc1ccc(Sc2ccc(N)cc2C#N)cc1	-4.1	-0.96	0.9	-3	.	0.2	.	.	.

Hits appear at their usual frequency; 3.6% or so of the library scored in one or more.
